Screening results: PubChem, several laboratories
LYP act = activators of human LYP (PTPN22) phosphatase; recombinant LYP, DiFMUP fluorescence; 0 = plate median, 100 = signal doubled; activation, % at 2 µM; hit rate 0.11% among 96,000; AID 697;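 active means activation at 2 µM above a set limit, the mean plus 5 SD, cut at about 37% in these data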
PLK1 inh = inhibitors of human PLK1 kinase. P53350. recombinant PLK1 kinase, TR-FRET peptide phosphorylation. inhibition, % at 10 µM. hit rate 0.53% among 97,000;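 active means inhibition of 50% or more in the single-concentration screen; inactive means inhibition below 50%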;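 further: 0% = DMSO max control and 100% = H-89 dihydrochloride min control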
CYP2C9 activ = CYP2C9 (human) activation | P11712 | recombinant CYP2C9, luciferin-H conversion, luminescence; hits give high values; factor 1 = untreated enzyme, 0 = blocked | activation factor at 5 µM | hit rate 1.4% among 96,000 | AID 1024;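 active means activation factor of 2 or more for CYP2C9 at a 5 µM dose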;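 further: 0 = sulfaphenazole-blocked wells and 1 = vehicle-only wells; values of inactives mirror those of a sister screen read the other way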
Target sequence (P11712 whole entry, looked up): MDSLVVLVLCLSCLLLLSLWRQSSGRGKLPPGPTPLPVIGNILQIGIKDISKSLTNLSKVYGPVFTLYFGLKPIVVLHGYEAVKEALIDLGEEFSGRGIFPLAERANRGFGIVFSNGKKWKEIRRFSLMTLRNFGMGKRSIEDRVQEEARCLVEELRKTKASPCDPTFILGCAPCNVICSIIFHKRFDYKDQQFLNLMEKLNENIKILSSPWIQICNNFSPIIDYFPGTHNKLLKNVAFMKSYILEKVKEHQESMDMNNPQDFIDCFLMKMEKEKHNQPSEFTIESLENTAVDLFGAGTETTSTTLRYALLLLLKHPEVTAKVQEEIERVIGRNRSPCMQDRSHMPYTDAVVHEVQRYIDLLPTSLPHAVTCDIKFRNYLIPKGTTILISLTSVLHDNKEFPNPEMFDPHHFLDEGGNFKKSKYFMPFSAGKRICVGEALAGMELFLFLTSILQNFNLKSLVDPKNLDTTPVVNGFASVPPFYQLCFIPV
PTPN22 inh 2 = LYP (human) phosphatase inhibition; AID 640; Q9Y2R2; recombinant LYP catalytic domain, DiFMUP fluorescence; hit rate 0.21% among 96,000; inhibition, % at 2 µM;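 active means inhibition at 2 µM at or above a set limit, the screen mean plus 3 SD, cut at about 24% in these data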;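 further: 0% = DMSO with enzyme and 100% = enzyme fully blocked by orthovanadate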
PLK1 PBD inh = inhibitors of human Plk1 polo box domain binding; P53350; Plk1 PBD phosphopeptide binding, fluorescence polarization; inhibition, %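 (tested at about 20 µM)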; hit rate 0.13% among 97,000; in the data active means inhibition above about 34%, passing the limit was not always enough
Rev-RRE block = HIV Rev-RRE protein-RNA interaction inhibition | P05866 | Rev peptide-RRE RNA binding, FRET | inhibition, % at 8 µM | hit rate 0.79% among 97,000 | AID 704;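 active means inhibition above the screen-wide mean plus 3 SD, cut at about 35% in these data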;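 further: 0% = median DMSO wells and 100% = median Neomycin B control wells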
Target sequence (P05866 whole entry, looked up): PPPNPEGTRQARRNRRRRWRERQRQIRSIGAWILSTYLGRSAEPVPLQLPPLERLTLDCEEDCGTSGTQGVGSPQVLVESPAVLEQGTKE
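System: Cy5-labelled duplex RRE RNA binding fluorescein-labelled HIV Rev peptide; Signal: fluorescein-to-Cy5 FRET, 480 nm excitation; Also added: labelled Rev peptide; Compound: one concentration, 8 µM nominal; Buffer or medium: HEPES pH 7.5 salt buffer with EDTA; Read-out: % inhibition of FRET ratio versus controls; Schedule: 5 min preincubation and 15 min binding, 25 °C.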
CYP2C9 inh = inhibitors of human CYP2C9; CYP2C9 Supersomes, luciferin-H conversion, luminescence; inhibition, % at 5 µM; hit rate 20% among 96,000; AID 777;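 active means blocking of liver enzyme CYP2C9 beyond about 50% at 5 µM, limit read from the data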; further: values of inactives mirror those of a sister screen read the other way
EphB4 antag = blocks human EphB4 binding to ephrin-B2 | EphB4 LBD / TNYL-RAW-Alexa532 peptide, fluorescence polarization | inhibition, % at 7 µM | hit rate 0.15% among 97,000 | AID 720;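 active means inhibition above the screen-wide mean inhibition plus 3 SD, cut at about 15% in these data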;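 further: 0% = DMSO wells and 100% = excess unlabeled TNYL-RAW peptide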
Calb biofilm kill = kills Candida albicans biofilms; C. albicans biofilm + clotrimazole, Alamar Blue; inhibition, % at 6 µM; hit rate 0.14% among 85,000; AID 834;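 active means inhibition above 20%; inactive means inhibition below 20%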;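 further: preformed 24 hr biofilms exposed to compound for 48 hr; 0% = biofilm without compound and 100% = blank killed by clotrimazole plus chlorhexidine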
The depositor's hits bear a star; . = no result given.

1	COC(=O)Cc1c(C)nc2nc(-c3ccccc3)[nH]n2c1=O
2	CC(=O)NCCCc1c[nH]c2ccc(Cl)cc12
3	O=C(Nc1ccc(Cl)cc1C(=O)Nc1ccc(Br)cn1)c1ccco1
4	Cc1ccc(OCC(=O)Nc2ccc([N+](=O)[O-])cn2)cc1C
5	O=C(Cc1c(F)cccc1Cl)c1ccc(O)cc1O
6	Cc1ccccc1N(C(=O)Cn1nnc(-c2cccs2)n1)C(C(=O)NCCC(C)C)c1ccco1 (stereo not drawn)
7	O=C(Nc1ccccc1)OCN1C(=O)c2ccccc2C1=O
8	CCOC(=O)N1CCN(C2=NC3(CCCCC3)C(C#N)C(=O)N2)CC1 (stereo not drawn)

entry no.	1	2	3	4	5	6	7	8
LYP act	-8	-10	-1	14	1	-9	9	-1
PLK1 inh	-10	-12	-8	-7	-11	-4	-12	1
CYP2C9 activ	1.1	0.5	0.5	.	0.8	0.2	1.3	1
PTPN22 inh 2	8	9	0	-11	-4	10	-5	-3
PLK1 PBD inh	-4	-18	-20	-8	15	3	-27	-10
Rev-RRE block	-1	2	5	1	11	6	2	6
CYP2C9 inh	-9	47	48	.	16	84*	-27	0
EphB4 antag	-6	-10	-5	11	8	-3	-6	4
Calb biofilm kill	-4	6	-2	.	6	5	.	5

9	COc1ccc(CN(Cc2nc3ccccc3c(=O)[nH]2)C(=O)C(C)(C)C)cc1
10	COc1ccc(NC(=O)c2c(Cl)n(C)c3ccccc23)cc1
11	CCOC(=O)N=S(=O)(Oc1ccc([N+](=O)[O-])cc1)c1ccc(Cl)cc1 (stereo not drawn)
12	CCCOc1ccc(/C(O)=C2/C(=O)C(=O)N(CCN(C)C)C2c2ccco2)cc1 (stereo not drawn)
13	Cc1ccc(S(=O)(=O)NCCCOC(=O)Nc2ccncc2)cc1
14	CC1(C)COC(c2cccn2Cc2ccccc2Cl)=N1
15	COc1ccc(CN2CC(C(=O)NCc3cccc(OC)c3)CC2=O)cc1 (stereo not drawn)
16	Cc1nc(NC(=O)CCc2ccccc2)ccc1Br

entry no.	9	10	11	12	13	14	15	16
LYP act	-6	2	7	-5	13	-7	4	10
PLK1 inh	-12	-8	-14	-19	-1	-12	1	1
CYP2C9 activ	1	2.3*	.	0.9	0	0.9	1	0.8
PTPN22 inh 2	9	4	-7	6	-15	5	-6	-7
PLK1 PBD inh	-17	-24	9	10	10	-12	-37	-4
Rev-RRE block	2	-2	12	2	1	2	3	0
CYP2C9 inh	4	-126	.	5	100*	14	0	16
EphB4 antag	-6	1	4	-8	-5	-6	-4	-5
Calb biofilm kill	6	.	-2	9	9	7	6	-1

17	CCOC(=O)c1ccccc1NC1c2ccccc2C(=O)N1C1CCN(C(=O)OCC)CC1 (stereo not drawn)
18	COC(=O)c1c(NC(=O)Cn2nc(C(F)F)cc2C(F)F)sc(C)c1C
19	C/C(N)=C(/C#N)C(=O)CSc1nnc(Nc2cccc(C)c2)s1
20	Cn1nc(-c2ccc(Cl)cc2)c2cc(C(=O)NCc3ccco3)sc21
21	CC1(C)NC(=O)NC2(C)NC(=O)NC(C)(C)C12 (stereo not drawn)
22	Cc1ccc(-c2nnc(N3CCN(C(=O)COc4ccccc4)CC3)c3ccccc23)cc1
23	COc1ccc(Cn2nnnc2C(C(C)C)N(Cc2ccco2)Cc2cccs2)cc1 (stereo not drawn)
24	CCN(CC)CC#CCC(C)(c1ccccc1)c1ccccc1

entry no.	17	18	19	20	21	22	23	24
LYP act	-3	-6	3	-12	0	-5	-7	0
PLK1 inh	-8	-19	-12	-4	6	-10	3	-12
CYP2C9 activ	0.6	0.8	.	0.6	1.2	0.1	0.3	0.3
PTPN22 inh 2	2	9	1	9	-2	6	6	5
PLK1 PBD inh	20	-14	-4	19	-16	9	18	8
Rev-RRE block	-4	14	4	0	8	4	9	10
CYP2C9 inh	37	23	.	43	-16	87*	66*	72*
EphB4 antag	-3	5	3	-2	4	-3	5	2
Calb biofilm kill	4	.	-5	13	3	6	8	.

25	CC(=O)N(Cc1c(C#N)c2ccccc2n1C)c1ccccc1
26	COC(=O)C1CCN(C(=O)c2sc3nc(-c4ccc(F)cc4)cn3c2C)CC1
27	Cc1cc(C)n(-c2ccc(C(=O)Nc3nc4ccccc4s3)cc2)n1
28	Cc1c(N=C2NC(=O)C(CC(=O)Nc3ccccc3)S2)c(=O)n(-c2ccccc2)n1C (stereo not drawn)
29	CCN=c1scc(C)n1/N=C/c1ccsc1
30	CCOC(=O)C1CCCN(c2c(NCC3CCCN3CC)c(=O)c2=O)C1 (stereo not drawn)
31	CCc1nnc(NC(=O)c2ccc(S(=O)(=O)N(CC(C)C)CC(C)C)cc2)o1
32	CCc1nnc(-n2nc(C)cc2-c2ccccc2)n1N

entry no.	25	26	27	28	29	30	31	32
LYP act	7	-5	-1	4	-2	5	1	3
PLK1 inh	-12	-9	-5	-12	-1	-3	-13	-10
CYP2C9 activ	.	0.4	0.8	1.3	0.6	1.1	.	1.1
PTPN22 inh 2	-6	1	-3	-9	1	-8	-3	-7
PLK1 PBD inh	-3	12	4	3	8	12	-19	-4
Rev-RRE block	8	8	2	7	-6	9	1	6
CYP2C9 inh	.	62*	19	-28	38	-6	.	-5
EphB4 antag	6	-5	-4	4	0	6	4	2
Calb biofilm kill	9	1	6	-5	-7	1	5	3

33	CCc1cccc(NC(=O)Cn2c(=O)oc3cc(S(=O)(=O)N4CCOCC4)ccc32)c1
34	Cn1c2ccccc2c2c(C(=O)N3CCN(C(=O)c4ccco4)CC3)cn(C3CCCCC3)c(=O)c21
35	CC(C)(C)c1cc(Br)ccc1OCC(=O)Nc1ncn[nH]1
36	CC(=O)Oc1cccc(N2C(=O)C3C(C2=O)C2C=CC3C23CC3)c1 (stereo not drawn)
37	CC1CCCCC1NC(=O)COC(=O)c1ccc(N(C)C)cc1 (stereo not drawn)
38	CC(C)CC(=O)Nc1ncnc2c1C(=O)CC(C)(C)C2
39	O=C(Cn1ncc2c(=O)oc3ccccc3c21)NC1CC1
40	CNc1nc(N(C)C)nc(N(C)C)n1

entry no.	33	34	35	36	37	38	39	40
LYP act	-7	-1	5	-5	4	10	2	1
PLK1 inh	-13	-6	-7	-11	-2	-5	-3	-24
CYP2C9 activ	0.6	0.3	0.7	1	0.6	1	0.9	.
PTPN22 inh 2	6	2	-6	2	-4	-12	-4	-4
PLK1 PBD inh	-3	-48	-1	4	-39	-8	39	-2
Rev-RRE block	2	6	13	0	1	8	7	7
CYP2C9 inh	38	74*	34	-3	41	3	11	.
EphB4 antag	-1	9	2	7	3	5	4	-5
Calb biofilm kill	12	-5	3	5	.	8	.	8

41	CC(CCc1ccccc1)NC(=O)c1cccs1 (stereo not drawn)
42	COc1ccc(C(=O)N2CCN(c3ccccn3)CC2)cc1
43	O=C(COc1ccccc1)Nc1ccccc1N1CCCCC1
44	CC(=O)C1=C(O)C(=O)N(CCC(=O)O)C1c1ccccc1Cl (stereo not drawn)
45	CCOC(=O)C(NC(C)=O)(Nc1cccc(F)c1)C(F)(F)F (stereo not drawn)
46	CCCc1[nH][nH]c(=O)c1C(c1ccccc1)C(C#N)C#N (stereo not drawn)
47	CCOC(=O)N1CCN(C(=O)COc2ccc(S(=O)(=O)NCc3ccccc3)cc2)CC1
48	O=C(CSc1nc2ccccc2c(=O)n1Cc1ccccc1)NCc1ccco1

entry no.	41	42	43	44	45	46	47	48
LYP act	12	4	-8	4	4	12	-3	2
PLK1 inh	-9	-9	-3	-6	-8	4	-10	-11
CYP2C9 activ	0.3	0.8	0.2	1	0.8	0.4	0.8	1
PTPN22 inh 2	-9	-3	7	-7	-1	-9	0	0
PLK1 PBD inh	-12	4	-26	38	-1	-7	-3	-5
Rev-RRE block	2	1	17	4	-2	4	8	9
CYP2C9 inh	72*	20	78*	4	15	62*	20	0
EphB4 antag	-5	-1	-2	2	-4	5	1	14
Calb biofilm kill	.	6	-2	4	9	8	-7	-2

49	CCN1CCN(C(=O)CN(c2ccccc2C)S(C)(=O)=O)CC1
50	COCCNC(=S)NNC(=O)c1ccco1
51	O=C(Nc1ccccc1)N1CC=C(c2ccccc2)CC1
52	COC(=O)c1cn(CCOc2ccccc2OC)c2ccccc12

entry no.	49	50	51	52
LYP act	0	-7	6	-6
PLK1 inh	-11	-9	1	-3
CYP2C9 activ	1.1	1.1	0.8	.
PTPN22 inh 2	-3	10	-10	7
PLK1 PBD inh	16	4	-3	-2
Rev-RRE block	4	7	-1	6
CYP2C9 inh	-7	-8	19	.
EphB4 antag	10	4	-8	5
Calb biofilm kill	6	2	8	8
